Assay outcomes from PubChem BioAssay.
CHRM4 PAM: CHRM4 positive allosteric modulation; activation, % at 3 µM; hit rate 0.4% among 360,000; P08173; CHO-K1 hM4/Gqi5, Fluo-8 calcium fluorescence, ACh EC20; 0% = ACh EC20, 100% = maximal ACh;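 active = activation above its plate's cutoff, the mean activation of sample wells plus 3 SD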; also: some results filed as inactive read as strong as hits
Target sequence (P08173 whole entry, looked up): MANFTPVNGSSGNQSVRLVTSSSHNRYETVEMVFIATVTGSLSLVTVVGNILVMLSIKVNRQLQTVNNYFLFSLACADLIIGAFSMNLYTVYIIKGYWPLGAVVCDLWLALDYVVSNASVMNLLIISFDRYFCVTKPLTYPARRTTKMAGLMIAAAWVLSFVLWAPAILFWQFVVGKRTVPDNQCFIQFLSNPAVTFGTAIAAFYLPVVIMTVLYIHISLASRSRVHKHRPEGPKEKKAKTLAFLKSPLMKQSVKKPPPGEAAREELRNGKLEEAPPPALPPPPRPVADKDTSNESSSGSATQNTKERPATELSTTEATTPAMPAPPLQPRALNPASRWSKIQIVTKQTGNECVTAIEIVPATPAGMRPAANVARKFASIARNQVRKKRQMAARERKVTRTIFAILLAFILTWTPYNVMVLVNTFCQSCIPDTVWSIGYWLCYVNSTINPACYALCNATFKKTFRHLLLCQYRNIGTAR
M5 PAM: potentiates acetylcholine response at human M5 receptor | CHO-K1 hM5, Fluo-8 calcium, ACh EC20 PAM; 0% = ACh EC20, 100% = ACh EC100 | hit rate 0.3% among 360,000 | P08912 | AID 624038 | activation, % at 3 µM;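 active = activation above the run cutoff, the mean activation of all test compounds plus 3 SD, cut at about 18% in these data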
Target sequence (P08912 whole entry, looked up): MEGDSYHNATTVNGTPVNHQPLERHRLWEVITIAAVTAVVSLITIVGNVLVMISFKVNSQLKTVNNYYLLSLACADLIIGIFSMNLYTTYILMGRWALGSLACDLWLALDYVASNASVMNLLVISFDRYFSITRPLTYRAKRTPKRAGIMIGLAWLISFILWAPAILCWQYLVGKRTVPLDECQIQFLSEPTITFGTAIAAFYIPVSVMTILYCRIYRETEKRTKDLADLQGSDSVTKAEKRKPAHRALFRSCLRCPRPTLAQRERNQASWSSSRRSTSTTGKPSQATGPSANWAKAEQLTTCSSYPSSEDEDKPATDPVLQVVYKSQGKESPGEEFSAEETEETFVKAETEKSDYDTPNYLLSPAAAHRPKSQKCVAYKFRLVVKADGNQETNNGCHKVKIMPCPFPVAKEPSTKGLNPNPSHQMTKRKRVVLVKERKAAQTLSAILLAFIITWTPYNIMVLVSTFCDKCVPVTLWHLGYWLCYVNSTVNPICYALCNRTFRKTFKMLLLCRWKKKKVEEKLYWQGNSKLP
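Test system: CHO-K1 hM5 cells / Doses: single-point, 3 µM nominal / Times: Post-acetylcholine fluorescence recording 140 s / Technique: Fluo-8 calcium fluorescence / Measure: Max/basal fluorescence ratio as % of EC20–EC100 ACh window / Benchmarks: low control EC20 acetylcholine (0%), high control EC100 acetylcholine (100%) / Replicates: one well per compound, no replicates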
M1 PAM: positive allosteric modulators of human M1 muscarinic receptor; P11229; CHO-K1 hM1, Fluo-8 calcium fluorescence, ACh EC20; 0% = ACh EC20, 100% = maximal ACh; hit rate 0.088% among 360,000; AID 588819; activation, % at 3 µM; in the data active = activation above about 19%, passing the limit was not always enough
CHRM4 antagonist: CHRM4 antagonism in calcium assay; hit rate 0.73% among 360,000; P08173; CHO-hM4 cells, ACh EC80, Fluo-8 calcium fluorescence; inhibition, % at 3 µM; AID 624125;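 active = inhibition above its plate's cutoff, the mean inhibition of sample wells plus 3 SD, cut at about 27% in these data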;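 also: 0% = acetylcholine EC80 with DMSO and 100% = DMSO without agonist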
CHRM4 agonist: CHRM4 agonism in calcium assay | P08173 | CHO-K1 hM4/Gqi5, Fluo-8 calcium fluorescence; vehicle 0%, full acetylcholine response 100% | activation, % at 3 µM | hit rate 0.14% among 360,000;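 active = activation above the run mean over all test wells plus 3 SD, cut at about 32% in these data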;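 also: peak over basal fluorescence ratio per well then scaled between controls; 0% = DMSO wells and 100% = acetylcholine at EC100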
M5 ag: agonists of human muscarinic M5 receptor (CHRM5) | hit rate 0.19% among 360,000 | AID 624037 | activation, % at 3 µM | P08912 | CHO-K1 hM5 cells, Fluo-8 calcium fluorescence; 0% DMSO wells, 100% maximal acetylcholine response;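 active = activation above the run's mean over test compounds plus 3 SD, cut at about 23% in these data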;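 also: signal is peak over basal fluorescence ratio across the kinetic read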
M1 antag: antagonists of human M1 muscarinic receptor | CHO-K1 hM1, Fluo-8 calcium fluorescence, ACh EC80 antagonist | inhibition, % at 3 µM | hit rate 1.3% among 360,000;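 active = percent inhibition above its own plate's cutoff, namely the mean of that plate's compound wells plus 3 SD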;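 also: peak over basal fluorescence ratio during 140 s after agonist addition; 0% = ACh EC80 plus DMSO and 100% = DMSO alone without agonist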
CRFR2-BP ag: CRF-BP/CRF-R2 complex agonism; HEK293 CRF-R2/CRF-BP, calcium dye fluorescence (FLIPR); percent of saturating CRF peptide response; activation, % at 13.2 µM; hit rate 0.46% among 350,000; AID 588473;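 active = activation of at least 50%, plus an integration ratio under a set limit after plate pattern correction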;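 also: plate controls were neutral control wells without compound for no effect and CRF at EC100 for full effect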
CHRM5 antagonist: blocks acetylcholine activation of human M5 receptor | P08912 | CHO-hM5 cells, Fluo-8 calcium fluorescence, ACh EC80 | inhibition, % at 3 µM | hit rate 0.59% among 360,000 | AID 624040;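 active = inhibition above a per-plate cutoff, the mean of that plate's test compounds plus 3 SD, cut at about 27% in these data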;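 also: 0% = acetylcholine EC80 with DMSO and 100% = DMSO without agonist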
* hit, by the source's call; . = not tested or not shown.

SMILES	CHRM4 PAM	M5 PAM	M1 PAM	CHRM4 antagonist	CHRM4 agonist	M5 ag	M1 antag	CRFR2-BP ag	CHRM5 antagonist
CCOP(=O)(OCC)/C(=C/N1CCCCC1)NC(=O)c1ccccc1	4	0	7	-1	1	-2	-6	-1.7	2
O=C(NC1CCCC1)c1ncn[nH]1	20	11	5	-16	0	1	-4	6.2	-7
CN(Cc1ccccc1)C(=O)CN(c1ccc(F)cc1)S(=O)(=O)c1ccc2c(c1)OCCO2	-3	2	-3	-4	5	-5	-11	-0.3	9
CC(=O)N1CCN(c2ccc(NC(=O)c3ccccc3C)cc2)CC1	8	4	10	-10	1	-4	-12	0.4	11
CC(C(=O)Nc1cc(C(F)(F)F)ccc1N1CCOCC1)N1C(=O)C2CCCCC2C1=O (stereo unspecified)	10	-4	12	-8	2	3	-7	0.7	1
N#Cc1c(-c2ccccc2)c(-c2ccccc2)nn(CC(=O)NNC(=O)Nc2ccccc2)c1=O	6	1	7	3	1	-1	-10	1.7	-5
CCCC(=O)Nc1sc(-c2ccccc2)c(-c2ccccc2)c1C(=O)O	-11	3	9	-7	0	-4	-9	-0.2	10
CC(C)(C)C(=O)Nc1cccc(S(=O)(=O)NC2=NCCC2)c1	9	2	8	8	0	-3	-6	-0.6	12
COc1ccc(C/C(C)=N/NC(=O)c2ccncc2)cc1	15	-1	5	-5	1	-3	-8	-1.9	-5
CCCCCC(=O)Nc1ccc(C(=O)COC(=O)CN2C(=O)NC3(CCCC3)C2=O)cc1	-7	4	-5	-3	4	1	12	0.0	0
Cc1cccn2cc(-c3ccc(S(=O)(=O)N4CCOCC4)cc3)nc12	6	3	0	4	3	0	-1	-0.3	-3
C=CCn1c(SCc2nc3sc(C(=O)O)c(C)c3c(=O)[nH]2)nnc1-c1ccc(F)cc1	-2	-1	-2	3	1	-1	9	1.2	5
Cc1ccc(NC(=O)CCC(=O)NNC(=O)COc2ccccc2)cc1C	6	4	9	-3	2	0	-13	-1.1	-5
Cc1ccc2cc(CCNS(=O)(=O)c3ccc(F)cc3)c(=O)[nH]c2c1C	12	0	8	-27	2	0	-15	1.6	-7
COCCNc1nc(N)c([N+](=O)[O-])c(NCc2ccccc2)n1	2	-2	8	-2	2	3	-2	-0.2	5
C=CCn1c(CNc2ccc(C)cc2)nnc1SCC(=O)N/N=C/c1ccc(O)cc1O	7	-3	6	-6	0	-1	-31	-1.7	-5
CC(=NNC1=NCCN1)c1cnn(C2=NCCN2)c1C	-1	-4	1	-3	0	0	3	.	-3
CNS(=O)(=O)c1ccc(CNC[C@H]2O[C@@H](n3ccc(N)nc3=O)[C@H](O)[C@@H]2O)cc1	3	6	6	-5	0	0	-11	-1.2	4
COC(=O)c1cc(-c2ccc(Cl)cc2)n[nH]1	4	-5	4	6	-1	1	4	-0.6	6
O=C(Cn1cc(C(F)(F)F)ccc1=O)N/N=C/c1cccc(Cl)c1Cl	-1	-4	2	-3	1	-1	1	-0.6	4
CCOC(=O)/C=C1\Nc2ccccc2SC1=O	24	4	13	8	1	1	-10	-0.3	-4
CCC(=O)OCC(=O)N=c1sccn1Cc1ccc(C)cc1	3	-4	13	-5	1	-2	-11	-0.5	-2
Cc1ccc(C(=O)Oc2ccccc2N2C(=O)C3CCC(C)CC3C2=O)cc1 (stereo unspecified)	-8	-6	4	-1	3	0	-1	0.2	7
CC1=NN(c2ccccc2)C(=O)C1/C=C1/NC(=S)NC1=O (stereo unspecified)	-1	-6	14	-10	0	4	-2	-1.7	3
COc1ccccc1N(CC(=O)NCCSc1ccccc1)S(=O)(=O)c1ccccc1	-10	-14	-8	6	14	-3	24	1.3	17

In the list so far, 2 contain a COOH group.
SMILES	CHRM4 PAM	M5 PAM	M1 PAM	CHRM4 antagonist	CHRM4 agonist	M5 ag	M1 antag	CRFR2-BP ag	CHRM5 antagonist
CCCC(=O)Nc1sc(-c2ccccc2)c(-c2ccccc2)c1C(=O)O	-11	3	9	-7	0	-4	-9	-0.2	10
C=CCn1c(SCc2nc3sc(C(=O)O)c(C)c3c(=O)[nH]2)nnc1-c1ccc(F)cc1	-2	-1	-2	3	1	-1	9	1.2	5

Continuation:
SMILES	CHRM4 PAM	M5 PAM	M1 PAM	CHRM4 antagonist	CHRM4 agonist	M5 ag	M1 antag	CRFR2-BP ag	CHRM5 antagonist
CCCCn1c(N)c(N(CCOC)C(=O)CN(C)S(=O)(=O)c2ccc(F)cc2)c(=O)[nH]c1=O	-2	-6	-4	12	-1	2	7	-1.6	6
Cc1ccc2nc(C(=O)N3CCc4c([nH]c5ccccc45)C3c3ccccn3)cn2c1 (stereo unspecified)	-9	-1	3	2	2	-3	-2	-0.9	8
Cc1cc2cc(CNC(=O)Nc3ccccc3)ccc2[nH]1	-2	-2	1	-1	0	0	1	0.3	6
COC(=O)c1cc(NS(=O)(=O)c2ccc(N3CCC(C)CC3)c([N+](=O)[O-])c2)cc(C(=O)OC)c1	-3	-1	2	-11	-2	-1	4	0.8	0
Cn1c(CCCOc2ccc(Cl)cc2Cl)n[nH]c1=S	-4	1	0	7	2	2	6	-0.6	7
CCOC(=O)CSc1ncnc2c(C(=O)OCC)c3n(c12)CCC3	13	5	5	-11	1	-2	-9	0.3	-6
FC(F)C(F)(F)C1=CC(c2cccs2)=NCCN1	1	-5	5	0	1	-6	-5	-1.0	1
COc1ccc(CC(NC(C)=O)C(=O)N2CCN(C(=O)N(C(C)C)C(C)C)CC2)cc1 (stereo unspecified)	3	12	8	29*	2	1	2	0.3	-7
CSc1ccccc1NC(=O)Cc1ccccc1[N+](=O)[O-]	3	17	9	-9	0	-2	-6	-0.8	3
Clc1ccc(CSc2nnc(/C=C/c3ccccc3)o2)cc1	5	-1	2	-4	0	-4	-31	3.2	-2
CCOC(=O)CSc1nnc(-c2ccc(NS(=O)(=O)c3ccc(C)cc3)cc2)o1	3	-16	-5	4	6	3	2	0.3	7
CCOC(=O)c1cc(C(C)(C)C)oc1CNC(=O)c1c(C)oc2c1CCCC2	3	-5	5	-8	0	-1	-17	0.6	8
CCOC(=O)N1CCN(C(=O)C[C@@H]2C[C@@]3(C(=O)OC)CC(C)(C)CC=C3N(Cc3ccco3)C2=O)CC1	4	-4	.	-11	2	-2	.	.	8
CCc1cc2c(SCC(=O)N3CC(=O)Nc4ccccc43)ncnc2s1	-8	-2	2	-2	6	2	-7	-0.7	-14
COC(=O)CC1C(C(=O)OC)ON2OC(C(=O)OC)C(C(=O)OC)C12 (stereo unspecified)	-3	-6	13	3	1	-3	-10	-0.5	3
COC(=O)c1cc(C(=O)OCC(=O)N(C)C2CCS(=O)(=O)C2)cc([N+](=O)[O-])c1 (stereo unspecified)	12	4	7	-10	1	-2	-13	-0.6	9
Cc1ccc(S(=O)(=O)N2C[C@H]3C(=O)C[C@@H](c4ccccc4F)N(S(=O)(=O)c4ccc(C)cc4)[C@H]3C[C@H]2c2ccccc2)cc1	-3	-3	12	0	2	5	-6	.	12
CCC(Oc1ccccc1)C(=O)N(C)CC(=O)N(CC(C)C)c1c(N)n(CC(C)C)c(=O)[nH]c1=O (stereo unspecified)	0	-1	11	-1	0	-1	2	-0.9	1
CC(C)N(CCO)C(=O)C(c1ccccc1)c1ccccc1	-2	5	12	2	0	-6	-12	-0.4	1
COc1cc(CCCN[C@H](CN)Cc2ccccc2)cc(OC)c1OC	-1	-6	4	7	2	2	-8	1.3	8
c1ccc(CN2CCOCC2)nc1	-4	1	3	-8	0	2	-4	-0.5	8
CSc1ccccc1NC(=O)C(=O)c1c[nH]c2ccccc12	1	-10	3	-2	1	-4	6	4.8	10
Cc1ccc(Sc2ncccc2C(=O)O)cc1C	8	2	1	-13	1	-1	-7	-1.0	1
Cn1c(=O)c2c(nc(CN3CCC(C(N)=O)CC3)n2CCc2ccccc2)n(C)c1=O	3	2	11	-1	0	-4	-10	1.0	-1
COCc1cc(CN2CCCC2)c(O)c2ncccc12	11	2	1	3	1	3	-5	0.2	-3

Other entries
SMILES	CHRM4 PAM	M5 PAM	M1 PAM	CHRM4 antagonist	CHRM4 agonist	M5 ag	M1 antag	CRFR2-BP ag	CHRM5 antagonist
C=CCNC(=O)C(C#N)c1nc2ccccc2nc1N1CCN(Cc2ccccc2)CC1 (stereo unspecified)	6	4	3	-17	1	-4	-5	-2.3	-9
CCCSc1nc(N2CCOCC2)c2c(c1C#N)CC(C)(C)SC2	8	0	1	-9	0	-3	-11	3.4	-5
O=C(/C=C/c1ccc([N+](=O)[O-])cc1)Nc1cccc(C(=O)Nc2ccccc2C(=O)O)c1	-1	5	11	10	-1	-6	-16	-0.5	16
CS(=O)(=O)c1ccc2nc(NC(=O)CN3C(=O)C4CC=CCC4C3=O)sc2c1 (stereo unspecified)	2	2	8	-4	1	-1	-4	0.2	-4
O=C(Nc1ccccc1Cl)O/N=C/c1ccc(F)cc1	-9	1	9	1	0	-2	-14	0.2	7
CCOc1ccccc1NC(=O)CSc1nc2cccnc2n1C	0	-19	-3	-5	4	3	3	1.1	2
CN(C(=O)CO/N=C/c1ccc(OC(F)F)cc1)C1CCS(=O)(=O)C1 (stereo unspecified)	1	19*	17	-2	1	4	-12	-1.2	-6
O=C(Nc1ccc(C(=O)N2CCOCC2)cc1)Nc1cccc(Cl)c1	-6	-12	-5	-21	18	3	1	0.9	11
CC(=O)N1c2ccccc2[C@@H](C)[C@@H]1C	8	2	-5	-5	2	1	8	-0.1	3
Cc1nnc2ccc(N3CCCCC3)nn12	-9	-10	2	-3	16	0	-2	-1.7	17
CCN1CCN(C(=S)Nc2ccc(Cl)cc2Cl)CC1	6	12	-2	-4	1	-5	-16	-1.0	-16
Cn1c(=O)oc2cc(S(=O)(=O)Nc3ccc4c(c3)OCO4)ccc21	2	4	2	0	4	1	-6	1.9	14
Cc1cc(C)n(-c2ccc(C(=O)OCC(=O)Nc3ccc(Cl)c(S(=O)(=O)N(C)C)c3)cc2)n1	-11	-12	-17	15	17	3	16	0.9	6
Cc1ccc(CN2CC(C(=O)N3CCN(S(=O)(=O)c4ccc(C)cc4C)CC3)CC2=O)cc1 (stereo unspecified)	-4	-4	1	5	3	3	2	-0.8	-10
CCc1nnc(NC(=O)C2CCCO2)s1 (stereo unspecified)	7	10	2	-17	0	3	-3	-1.3	5
CN1CCN(S(=O)(=O)c2ccccc2)CC1	-3	5	3	6	0	-12	-11	0.1	-4
N#C/C(=C\c1ccc(F)c(Cl)c1)S(=O)(=O)c1ccccn1	0	-8	16	-11	7	-1	-17	2.2	9
COc1ccc(/C=N/Nc2nccnc2Cl)c(OC)c1	0	-2	6	-2	0	-1	-7	-3.8	0
CCN(CC)C(=O)C1=C(C)NC(=O)NC1c1c(F)cccc1Cl (stereo unspecified)	17	4	11	10	0	2	1	0.9	-2
CCN1CCN(C(=O)c2ccc(Cn3c(=O)[nH]c4cc(OC)c(OC)cc4c3=O)cc2)CC1	-5	-6	3	1	0	-4	-1	-0.1	-2
O=C(NCc1ccc2c(c1)OCO2)c1c(Cl)cccc1Cl	5	2	3	-6	1	-9	-13	-1.0	3
COc1ccccc1CNC(=O)CCS(=O)(=O)c1ccc(Cl)cc1	5	-3	8	-19	2	0	-10	-0.8	10
Cc1ccc(S(=O)(=O)N2CC(C(=O)O)=CC[C@H]2c2ccc3c(c2)OCO3)cc1	1	-1	-4	8	0	1	12	-2.2	11
